# B2AR arrestin ag: qHTS assay of beta-arrestin-biased ligands of beta2-adrenergic receptor: NCGC Sytravon Library Screen; HTLA Tango cells, beta-arrestin recruitment, luciferase luminescence, 18 h; Potency, µM (highest dose often 46.1 µM), for inactives: at the highest dose activation, most hits filed as activators; 44,000 tested, under 10 active;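 further: potency means the concentration at half of the fitted maximal effect; 0% = DMSO and full agonism = EC100 isoproterenol or metaproterenol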
#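 Ligand-induced beta-arrestin recruitment to recombinant beta2-AR is measured via a tTA-driven luciferase reporter in Tango cells after 18 hr compound exposure at 37 degrees C. Concentrations span up to 46 microM.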
# TSG101-PTAP inh: qHTS Validation Assay for Inhibitors of HIV-1 Budding by Blocking the Interaction of PTAP/TSG101: Sytravon Library Screen. Fluorescence polarization, FITC-PTAP peptide/Tsg101, 20 min. Potency, µM (titrated, usually from 115 µM), without a hit: at the top dose activity change, negative = inhibition, hits mostly inhibitors. AID 1347069, 2019. Tumor susceptibility gene 101 protein (Homo sapiens), Q99816. 44,000 tested, under 10 active; further: potency means the concentration at half of the fitted maximal effect; 0% is about no effect
# Target sequence (Q99816 whole entry, looked up): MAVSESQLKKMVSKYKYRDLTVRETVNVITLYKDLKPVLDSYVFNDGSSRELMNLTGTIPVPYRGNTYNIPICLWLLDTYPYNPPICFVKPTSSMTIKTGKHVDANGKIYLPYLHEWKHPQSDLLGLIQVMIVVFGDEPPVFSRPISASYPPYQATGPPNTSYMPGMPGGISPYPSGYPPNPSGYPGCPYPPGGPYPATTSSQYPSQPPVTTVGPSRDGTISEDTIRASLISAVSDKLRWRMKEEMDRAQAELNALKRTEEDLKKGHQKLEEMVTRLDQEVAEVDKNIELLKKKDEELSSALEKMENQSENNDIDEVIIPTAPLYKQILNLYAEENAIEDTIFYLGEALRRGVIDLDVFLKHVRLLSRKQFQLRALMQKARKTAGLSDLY
#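 Fluorescence polarization binding of Tsg101 binding domain (10 uM final) to FITC-labeled PTAP-motif peptide (50 nM final) in HEPES pH 7.5/NaCl/Tween 20/EDTA/TCEP buffer; 20 min at r.t. Actives by curve class, <25 µM, efficacy <60% inhibition.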
# GALK inh: qHTS Assay for Inhibitors of Human Galactokinase (GALK): NCGC Sytravon Library Screen; 44,000 tested, under 10 active; recombinant GALK, Kinase-Glo ATP luminescence, 1 h; P51570; Potency, µM (series often up to 57.5 µM), for the others: at the top dose activity, negative = inhibition, most hits filed as inhibitors; AID 1347072, 2019;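 further: plate controls were full GALK reaction for no effect and reaction lacking GALK for full effect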
# Target sequence (P51570 whole entry, looked up): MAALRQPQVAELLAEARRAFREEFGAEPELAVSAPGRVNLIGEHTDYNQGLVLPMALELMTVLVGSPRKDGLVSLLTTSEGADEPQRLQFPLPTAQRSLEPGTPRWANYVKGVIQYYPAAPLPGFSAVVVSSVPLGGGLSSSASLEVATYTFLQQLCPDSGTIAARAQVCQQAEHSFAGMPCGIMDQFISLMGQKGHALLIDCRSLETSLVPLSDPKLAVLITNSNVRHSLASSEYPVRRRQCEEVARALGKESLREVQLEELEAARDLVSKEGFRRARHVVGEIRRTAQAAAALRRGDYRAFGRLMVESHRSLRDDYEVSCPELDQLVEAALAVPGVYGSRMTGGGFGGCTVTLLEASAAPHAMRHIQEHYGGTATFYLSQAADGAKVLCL
#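 Human GALK (5 nM) was incubated with 35 uM ATP and 100 uM galactose in 20 mM HEPES pH 8.0 with MgCl2, NaCl, DTT and BSA for 1 h at room temperature. Remaining ATP was measured by Kinase-Glo Plus luminescence.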
# p53null 39C tox: qHTS Screen for Compounds that Selectively Target Cancer Cells with p53 Mutations: Cytotoxicity of p53 Null Cells at the Nonpermissive Temperature; Potency, µM (doses to about 46.1 µM), for inactives: at the top dose activity, negative = cell killing, most hits filed as cytotoxic; H1299 p53-null (neo) cells, 39C, ATPlite viability, 24 h; 55,000 compounds, 0.97% hits;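 further: potency means the concentration at half of the fitted maximal effect; 0% = DMSO only and -100% = full killing by 100 µM tamoxifen; nearly all actives have a fitted effect of over 50% in size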
#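 Following overnight plating at 37C (600 cells/well), H1299-neo or H1299-p53A138V cells are dosed up to 46 uM. Incubation lasts 24 hr at 39C before ATP detection.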
# FH mod: Identification of activators of human fumarate hydratase by quantitative high-throughput screening. Potency, µM (highest dose often 79.9 µM), for the others: at the top dose activity change, negative = inhibition, hits mostly inhibitors. 54,000 compounds, 0.22% hits. Fumarate hydratase, mitochondrial (Homo sapiens), P07954. FH coupled MDH/diaphorase resazurin fluorescence, 15 min. AID 1347055, 2019; further: potency means the concentration at half of the fitted maximal effect; on the % scale 0 is the no-effect control and ±100 the full control effect; the screen sought activators but most active calls are inhibition curves; nearly all actives have a fitted effect of over 45% in size
# NTMT1 inh: Primary qHTS for Inhibitors of N-terminal methyltransferase 1 (NTMT1): MTaseGlo Assay; Potency, µM (titrated, usually from 114 µM), for inactives: at the highest dose activity change, negative = inhibition, usual class: inhibitors; N-terminal Xaa-Pro-Lys N-methyltransferase 1 (Homo sapiens), Q9BV86; NTMT1 MTase-Glo SAH luminescence, purified enzyme; 59,000 compounds, 2.5% hits;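 further: potency means the concentration at half of the fitted maximal effect; plate controls were DMSO vehicle for no effect and no enzyme for full effect; nearly all actives have a fitted effect of over 65% in size; many of its hits are not listed in these tables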
# Target sequence (Q9BV86 whole entry, looked up): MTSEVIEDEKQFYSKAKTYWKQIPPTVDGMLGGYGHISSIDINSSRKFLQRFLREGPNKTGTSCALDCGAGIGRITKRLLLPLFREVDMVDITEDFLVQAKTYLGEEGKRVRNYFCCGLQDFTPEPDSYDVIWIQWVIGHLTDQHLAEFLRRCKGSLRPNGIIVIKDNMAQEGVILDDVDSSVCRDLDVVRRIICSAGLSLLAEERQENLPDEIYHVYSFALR
# p53null 32C kill: qHTS Screen for Compounds that Selectively Target Cancer Cells with p53 Mutations: Cytotoxicity of p53 Null Cells at the Permissive Temperature; H1299-neo p53 null cells, ATP luminescence, 24 h, 32C; Potency, µM (doses to about 46.1 µM), without a hit: at the top dose activity change, negative = cytotoxicity, most hits filed as cytotoxic; 55,000 compounds, 0.62% hits; AID 903, 2007;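 further: potency means the concentration at half of the fitted maximal effect; 0% = DMSO only and -100% = full killing by 100 µM tamoxifen; nearly all actives have a fitted effect of over 55% in size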
#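 ATP-content luminescence in p53-null H1299-neo cells after 24 h compound exposure (up to 46 uM) at 32C permissive temperature; 0% and 100% killing set by DMSO and 100 uM tamoxifen; Hill-equation AC50.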
# * = called active by the depositor; ? = inconclusive; / = not tested or not shown; & = joins results of further samples; [ ] = remark or other dose. The call rests on the fitted dose curve; in most records, active means well fitted curve in the direction sought with a large enough effect; inconclusive means small, poorly fitted or top-dose-only effect, or another doubt; inactive means no such curve, though single readings can be large; an effect the other way counts as inactive or inconclusive. These rows are one share of the data; count on the stated rates, not on these rows.
SMILES,B2AR arrestin ag,TSG101-PTAP inh,GALK inh,p53null 39C tox,FH mod,NTMT1 inh,p53null 32C kill
COc1ccc(-c2nc(CS(=O)CC(=O)NCc3ccccc3OC)c(C)o2)cc1 (configuration not stated),0%,-9%,1%,-18%,-1%,-1%,5%
CC(C)CC(=O)Nc1cc(-c2ccccc2F)nn1-c1ccccc1,0%,-3%,4%,4%,1%,0%,-8%
NS(=O)(=O)c1ccc(CCNC(=O)Cn2c(=O)c3cccn3c3ccc(F)cc32)cc1,0%,6%,4%,-13%,6%,-4%,-3%
CCC(=O)Nc1ccc(S(=O)(=O)NCc2ccc3c(c2)CCN3C(=O)c2ccc(C)cc2)cc1,0%,0%,0%,4%,3%,25%,2%
CC(C)CCNS(=O)(=O)c1ccc(N2CCCCS2(=O)=O)cc1,1%,3%,-1%,-7%,5%,1%,-2%
CC(C)c1ccc(S(=O)(=O)c2nnn3c2nc(N2CCCCC2)c2sccc23)cc1,0%,-3%,-5%,-1%,-15%,9%,3%
Cc1ccc(CNC(=O)CCC(=O)N2CCSc3ccccc32)cc1,1%,-6%,1%,-4%,0%,7%,4%
Cc1ccc(-n2ncc3c(NCCCn4ccnc4)ncnc32)cc1C,0%,-2%,2%,4%,13%,?,-7%
C=Cc1ccc(Cn2c(=O)n(-c3ccccc3C)c(=O)c3c4c(sc32)CN(C(C)=O)CC4)cc1,1%,-1%,-1%,-9%,-1%,16%,8%
COc1ccc2c(CNCc3cccs3)c(C(=O)O)n(Cc3ccc(C)cc3)c2c1,0%,-5%,?,-12%,-17%,-3%,0%
CCc1ccccc1N(C)C(=O)c1nn(C)c2c1CSc1ccccc1-2,-1%,0%,3%,-21%,-13%,-18%,-7%
CC(C)(C)c1ccc(OCC(=O)N(Cc2ccco2)Cc2ccccc2F)cc1,-1%,-4%,0%,?,-14%,?,37%[activator]
CCOC(=O)c1c(C)oc2nc(C)nc(NCc3ccccc3OC)c12,0%,-2%,-1%,3%,-17%,-16%,2%
COC(=O)c1cc(Nc2nc3ccccc3nc2NS(=O)(=O)c2ccc(C)cc2)ccc1Cl,1%,-4%,0%,-6%,?,2%,-18%
Cc1nc2cccnc2n1C1CCN(S(=O)(=O)c2ccc(Cl)cc2)CC1,0%,-10%,3%,-17%,/,/,3%
CC(C)c1ccc(NC(=O)CSc2ncc3c(n2)-c2ccccc2N(C)S3(=O)=O)cc1,0%,1%,-2%,?,2%,12%,-6%
CN(C)CCN(Cc1ccccc1)S(=O)(=O)c1csc(C(N)=O)c1,0%,-4%,0%,-15%,11%,1%,-5%
CCCCc1ccc(NC(=O)c2ccc(=O)n(Cc3cccc(C)c3)c2)cc1,0%,-2%,2%,-5%,-14%,?,65%[activator]
Cc1ccc(NC(=O)CSc2nc(-c3ccco3)cc(C(F)(F)F)n2)cc1C,0%,-2%,0%,-14%&3%,-4%,6%,14%&14%
COc1ccc(CNC(=O)c2ccc3c(Cl)c4c(nc3c2)CCCC4)c(OC)c1,-1%,9%,7%,-5%,-23%,-2%,-1%
CCC1=C(c2ccc(C)cc2)S(=O)(=O)N=C1N1CCC(C(=O)Nc2ccccc2C(=O)OC)CC1,-1%,0%,-1%,6%,-6%,22%,3%
CC(C)Cn1c(=O)c2sccc2n2c(CCCC(=O)NC3CCCCC3)nnc12,-1%,1%,0%,13%,1%,2%,-5%
O=C(NCc1cccs1)c1nn(-c2ccccc2Cl)nc1CO,-1%,1%,4%,-13%,-22%,-5%,-1%
CCCN(CCC)CCCNC(=O)C1CCN(S(=O)(=O)CC)CC1,0%,0%,-1%,13%,-1%,-3%,-2%
COC(=O)c1cc(NC(=O)c2cc3sccc3n2Cc2ccc(Cl)cc2)cc(C(=O)OC)c1,10%,-9%,1%,21%,-5%,3%,0%
COc1ccccc1CNc1nc2ccccc2c2nc(-c3cccc(C)c3)nn12,0%,2%,1%,-13%,-16%,2%,-5%
CCOc1ccccc1NS(=O)(=O)c1c(-c2ccc(C)cc2)csc1C(=O)OC,-1%,3%,-1%,8%,-47%,1%,-3%
Cc1nc2nc(SCC(=O)NCc3ccccc3)nn2c(C)c1Cc1ccccc1Cl,-2%,-6%,7%,10%,?,-11%,20%
CCOc1ccc(NC(=O)c2oc3ccccc3c2NC(=O)Cc2cccs2)cc1,1%,1%,7%,-30%,-4%,19%,1%
COc1ccc(S(=O)(=O)Nc2cccc(-c3ccc(N4CCOCC4)nn3)c2)cc1F,-1%,0%,0%,?,/,/,?
Cc1ccc(NC(=O)Cn2nc(C)c3nn(-c4ccc(Cl)cc4)c(C)c3c2=O)cc1C,0%,0%,-1%,-24%,-16%,1%,6%
O=C(NCCc1ccccc1)c1ccc(CSc2nc3cccnc3n2Cc2ccccc2)cc1,1%,2%,-4%,-8%,-16%,-6%,-3%
CCOc1ccc2nc(N3CCCC(C(=O)Nc4ccccc4CC)C3)sc2c1 (configuration not stated),-1%,2%,-1%,1%,2%,0%,-12%
COc1ccc(NC(=O)CCCN2C(=O)CCn3nc(-c4cn(C)c5ccccc45)cc32)cc1OC,-1%,0%,-1%,-4%,-6%,6%,-1%
CCOC(=O)c1cc2c(=O)n3ccccc3nc2n(C)c1=NC(=O)c1c(-c2ccccc2Cl)noc1C,0%,0%,6%,2%,-14%,6%,2%
COc1ccc(-c2[nH]c(-c3ccccc3)nc2SCC(=O)Nc2ccc3c(c2)OCO3)cc1,-2%,1%,0%,?,?,0%,?
CCCN1CCN(CCCNC(=O)c2cc3c(Cl)nc4ccccc4c3s2)CC1,1%,-6%,1%,-17%,-9%,?,-5%
O=C(CSc1oc(-c2ccc(F)cc2)nc1S(=O)(=O)c1ccc(Cl)cc1)c1ccccc1,1%,-4%,0%,-15%,-6%,0%,11%
Cc1cc(C)cc(NC(=O)CN(c2cc(C(F)(F)F)ccc2Cl)S(=O)(=O)c2ccccc2)c1,0%,-6%,0%,-4%,-4%,?,-3%
CC(=O)Nc1nonc1-c1nnc(SCC(=O)N(C)c2ccccc2)n1C,-4%,-6%,0%,-3%,-16%,-17%,-4%
CCOc1ccccc1CNC(=O)c1cc2c(=O)n(Cc3ccccc3)ccc2nc1C,1%,9%,-1%,-20%,17%,-4%,-3%
COc1ccccc1NC(=O)CSc1nnc(NC(=O)NC2CCCCC2)s1,-4%,0%,-1%,?,-3%,-2%,?
CCOC(=O)CN1C(=O)c2cccnc2Oc2ccccc21,-3%,-4%,7%,-14%,-18%,2%,4%
CCN(CC)S(=O)(=O)c1ccc(C(=O)NCCSc2c(-c3ccc(OC)cc3)[nH]c3ccccc23)cc1,1%,0%,-3%,14%,-14%,10%,8%
COc1cccc(-c2nn(C)c3sc(C(=O)NCc4ccc(OC)cc4OC)cc23)c1,-2%,2%,-1%,19%,-18%,6%,30%[activator]
COc1ccccc1OCCSc1nc2ccccc2n1CC(=O)N1CCOCC1,0%,2%,0%,-2%,3%,-1%,-2%
CCc1ccc(CNC(=O)CN2C(=O)CSc3c2c(C)nn3-c2ccccc2)cc1,0%,4%,-1%,-4%,6%,3%,-9%
CCOC(=O)c1ccc(NC(=O)C(CC)Sc2nncn3c2cc2oc(C)cc23)cc1 (configuration not stated),-1%,9%,-5%,-14%,?,-3%,-2%
Cc1cccn2c(=O)c3cc(C(=O)NC(C)c4ccccc4)c(=N)n(CCOCCO)c3nc12 (configuration not stated),-2%,0%,1%,15%,10%,-15%,3%
CCOc1ccccc1CNC(=O)CCn1c(=O)c2cccn2c2ccc(F)cc21,2%,0%,-13%,56%[activator],-18%,7%,10%
COc1cccc(CNC(=O)c2cc3c(-c4ccccc4F)nn(C)c3s2)c1,-2%,-3%,-2%,10%,?,4%,22%
COc1cccc(CNCCSc2nnnn2C)c1OCc1ccc(Cl)cc1,0%,-7%,8%,-35%,-19%,?,-6%
Cc1ccc(C)c(N2CCN(CCCNC(=O)c3ccc4nc(N5CCC(C)CC5)sc4c3)CC2)c1,-4%,-1%,6%,-6%,?,?,-11%
COc1ccc(N2CC(C(=O)Nc3ccccc3-c3nc(-c4ccc(C)cc4)no3)CC2=O)cc1 (configuration not stated),-3%,0%,-10%,10%,4%,5%,-3%
O=C(NCCc1ccccc1)c1ccc(CS(=O)(=O)c2ccc(Cl)cc2)o1,0%,0%,-4%,10%,-21%,6%,19%
COC(=O)c1ccc(NC(=O)Cn2nc(C(=O)Nc3ccc(C)cc3)ccc2=O)cc1,-2%,-1%,-4%,2%,-1%,-4%,5%
Cc1cccc(NC(=O)Cn2nc3c4ccccc4n(Cc4ccccc4)cc-3c2=O)c1,0%,0%,0%,-23%,5%,-20%,1%
CCN(CC)C(=O)c1sc2c(c1C)c(=O)n(-c1ccc(C)c(C)c1)c(=O)n2CC(=O)Nc1ccc(F)cc1,-2%,-1%,0%,2%,-33%,10%,7%
COc1ccc(NC(=O)c2ccco2)cc1NC(=O)c1c(OC)cccc1OC,0%,-2%,2%,?,-1%,1%,-17%
CCC(C)NC(=O)CCCN1C(=O)CCn2nc(-c3cccn3C)cc21 (configuration not stated),0%,-1%,5%,-11%,-7%,8%,-10%
Cc1ccc(-c2c(CN3CCN(c4cccc(C)c4)C(C)C3)csc2C)cc1 (configuration not stated),0%,1%,0%,2%,-3%,12%,-13%
CC1=C(c2ccc(C)c(C)c2)S(=O)(=O)N=C1N1CCC(C(=O)NCCc2ccco2)CC1,2%,0%,0%,31%[activator],3%,-3%,29%
CCOc1ccccc1NC(=O)Cn1c(=O)n(CCC(C)C)c(=O)c2cccnc21,-1%,-1%,-2%,-12%,-11%,2%,-6%

# Arranged by SMILES length (low to high): three of the compounds above.
SMILES,B2AR arrestin ag,TSG101-PTAP inh,GALK inh,p53null 39C tox,FH mod,NTMT1 inh,p53null 32C kill
Cc1ccc(-c2c(CN3CCN(c4cccc(C)c4)C(C)C3)csc2C)cc1 (configuration not stated),0%,1%,0%,2%,-3%,12%,-13%
CCOc1ccccc1NC(=O)Cn1c(=O)n(CCC(C)C)c(=O)c2cccnc21,-1%,-1%,-2%,-12%,-11%,2%,-6%
CCOC(=O)c1cc2c(=O)n3ccccc3nc2n(C)c1=NC(=O)c1c(-c2ccccc2Cl)noc1C,0%,0%,6%,2%,-14%,6%,2%
